mcGAS RapidFire – inhibitors of Mus musculus cyclic GMP-AMP synthase, initial high-throughput assay, cell-free, RapidFire MS; 130,000 compounds, 0.18% hits; inhibition, % at 12.5 µM; Q8C6L5; recombinant mouse cGAS, cGAMP by RapidFire MS;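 active = inhibition of cGAS enzyme activity at or above 60%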;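 also: enzyme stimulated by 45 bp dsDNA with ATP and GTP substrates; cGAMP share of summed cGAMP plus half ATP and half GTP signals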
Target sequence (Q8C6L5 whole entry, looked up): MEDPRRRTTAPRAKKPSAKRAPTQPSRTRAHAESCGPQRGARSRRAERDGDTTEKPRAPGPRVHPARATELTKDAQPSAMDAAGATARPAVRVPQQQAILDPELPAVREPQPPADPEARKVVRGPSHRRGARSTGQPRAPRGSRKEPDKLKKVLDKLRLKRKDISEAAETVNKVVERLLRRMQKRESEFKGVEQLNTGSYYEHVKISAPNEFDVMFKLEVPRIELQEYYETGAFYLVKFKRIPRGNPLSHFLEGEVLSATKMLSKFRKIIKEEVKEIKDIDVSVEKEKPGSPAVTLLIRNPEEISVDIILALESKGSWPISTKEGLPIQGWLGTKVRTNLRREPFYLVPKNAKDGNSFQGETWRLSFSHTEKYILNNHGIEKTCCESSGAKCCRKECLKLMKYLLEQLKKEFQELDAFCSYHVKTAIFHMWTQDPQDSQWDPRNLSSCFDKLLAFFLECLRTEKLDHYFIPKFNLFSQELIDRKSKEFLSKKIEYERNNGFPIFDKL
An asterisk follows results filed as active; & = joins results of further samples.

No.	mol	mcGAS RapidFire
1	Cc1cc(CS(=O)(=O)NC(C)c2ccc(Cl)cc2)on1 (centres undefined)	-14.4
2	Cc1cc(=O)n2nc(CSc3nnnn3C3CC3)sc2n1	-1.3
3	COCc1nn2c(nnc3c(=O)n(C4CCCC4)ccc32)c1-c1ccc(F)cc1	-7.6
4	O=C(CCN1CCCCO1)N(Cc1ccccc1)Cc1nccs1	-12.5
5	CNc1nc(CN2CCCC(N3CCCC3=O)C2)cs1 (centres undefined)	-14.4
6	COCCN(C)C(=O)Nc1ccc2c(ccn2CC(=O)N(C)C)c1	-8.9
7	CN(C)CC1(O)CCCN(C(=O)Cc2c(F)cccc2Cl)CC1 (centres undefined)	-23.5
8	C/C(=C\c1ccccc1)CN1CCC(CN)C1 (centres undefined)	-13.9
9	S=C(NCC1CCCO1)Nc1ccc(N2CCCCC2)cc1 (centres undefined)	-2.0
10	COC(=O)Cn1c2[n+](c3ccccc31)CC(O)CS2 (centres undefined)	-30.1
11	Cc1cc(=O)[nH]c(-n2nc(-c3cccs3)cc2NC(=O)C2CC(=O)N(c3ccccc3)C2)n1 (centres undefined)	-0.3
12	C#CC(C)(C)NC(=O)C1CCCN(CC(N)=O)C1 (centres undefined)	-12.6
13	N#CC(C#N)=C(C#N)N1CCCCC1	-6.7
14	CCCNC(=O)C1(C)CCCN(Cc2ccc(Oc3ccccc3)cc2)C1 (centres undefined)	-0.3
15	O=C(Nc1ccc2c(c1)OCCCO2)C1(c2cccc(F)c2)CCOCC1	-6.2
16	O=c1c2c(ncn1Cc1ccc(Cl)cc1)NCCC2	10.5
17	CCOc1ccc(C2C(C(=O)OC3CCCC3)=C(C)NC3=C2C(=O)CCC3)cc1OC (centres undefined)	-2.9
18	CC1CCCCN1CC(=O)Nc1ccc(S(=O)(=O)N(C)Cc2ccccc2)cc1 (centres undefined)	0.3
19	Cc1ccc(C)c(S(=O)(=O)N2CCN(C(C(=O)NC3CC3)c3ccccc3)CC2)c1 (centres undefined)	6.7
20	CSCC(=O)N1C[C@H]2OC(=O)N(CCc3cccc(Cl)c3)[C@H]2C1	-6.8
21	O=C(CCn1[nH]c(=O)c2ccccc2c1=O)N1CCn2cccc2C1c1ccccc1 (centres undefined)	-14.7
22	CC1=CC(=O)c2ccccc2C1=O	-1.2&12.8
23	CCN1CCC(NC(=O)c2ccc(-c3ccccc3)cc2)CC1	-2.8
24	O=C(O)c1ccccc1N=Nc1c(O)[nH]c2c(I)cccc12	51.2
25	CCOC(=O)C1(Cc2ccccc2C)CCCN(C(=O)c2cc(C(C)C)no2)C1 (centres undefined)	-8.2
26	CC(=O)Nc1ccc(OCc2cc(C)ccc2C)cc1	1.3
27	CCOC(C)c1ccc(-c2cnc(C)[nH]2)cc1 (centres undefined)	-8.5
28	COc1cc(NCC(O)CN2CCCCCC2)ncn1 (centres undefined)	-6.4
29	CCOC(=O)c1cn(Cc2cc(F)cc(F)c2)nc1S(=O)(=O)N1CCCC(C)C1 (centres undefined)	10.3
30	CNCC(=O)N(Cc1ccccc1OC)C(C)C	-8.7
31	Cc1nn(CCO)cc1CN1CC(N2CCCCC2C)C1 (centres undefined)	-5.6
32	CN(Cc1ccccc1N1CCCC1)C1=NS(=O)(=O)c2ccccc21	0.4
33	CC1(C)CNC(=O)c2nc(CCn3nccc3C3CC3)[nH]c2C1	-5.9
34	COc1cc(N2CCOc3c(cc(-c4cccs4)cc3OC)C2)ncn1	-16.7
35	COc1ccccc1CCN1CCC(CN(C)C(=O)Cn2cccn2)CC1	-9.7
36	CN(Cc1ccccc1)C(=O)NCCC(=O)NC1(C#N)CCSC1 (centres undefined)	4.2
37	CCn1nnc2c(N3CCN(C(=O)C4CC4)CC3)ncnc21	-3.8
38	O=c1oc2ccc3ccccc3c2cc1-c1nnc(-c2ccccc2O)o1	-6.9
39	CCCCOc1ccc(S(=O)(=O)NC(=O)C2(C)CCN2C(=O)c2ccco2)cc1 (centres undefined)	-11.9
40	COc1ccc(C(C)=O)cc1CN1C(=O)C(C)ON=C1c1ccc2c(c1)CCO2 (centres undefined)	29.7
41	Cc1ccsc1CN(C)Cc1nc2ccsc2c(=O)[nH]1	-7.5
42	COc1cccc(-c2nn(-c3ccccc3)cc2CN(C)Cc2cc(C)[nH]n2)c1	-6.6
43	Cc1ccc(N2C(=O)c3n[nH]c(C)c3C2c2ccco2)cc1 (centres undefined)	-3.1
44	COc1cccc(CNc2nc3cc(-c4cnn(Cc5ccccc5)c4)sc3c(=O)n2C)c1	8.4
45	Cn1c(Cl)cnc1CN1CCCN(C(=O)c2ccc[nH]2)CC1	-12.5
46	CN1CCc2cc(C(CNC(=O)c3ccc(Br)o3)N(C)C)ccc21 (centres undefined)	-9.5
47	CCn1ncnc1-c1nccn1C(C)c1nccs1 (centres undefined)	11.1
48	CCCn1cnnc1CNC1CCC2(CCNCC2)CC1	-7.2
49	COc1ccc(Cl)cc1NC(=O)C1CCCc2ccccc21 (centres undefined)	-24.3
50	CC(c1ccc(F)cc1)N(C)CC(=O)Nc1ccc2c(c1)OCO2 (centres undefined)	10.4

(more compounds)
No.	mol	mcGAS RapidFire
51	COc1ccc(NS(=O)(=O)CCc2ccccc2)cc1S(=O)(=O)N(C)C	-5.3
52	Cc1nc(SCC(=O)NC23CC4CC(CC(C4)C2)C3)c2c3c(sc2n1)CCCC3	-11.5
53	CCCC1=NN(C(C)=O)C(C(=O)NCCN(C(C)C)C(C)C)O1 (centres undefined)	-3.6
54	COc1ccc(CC(=O)Nc2c(C)nc3sc(C)c(C)n3c2=O)cc1OC	-8.0
55	OCCC1CN(Cc2nc(-c3ccccc3)cs2)CCN1Cc1ccccc1F (centres undefined)	-1.8
56	Cc1ccc(/C=C/C2=NC(=C\c3cccc(Br)c3)/C(=O)O2)cc1	-4.9
57	Cc1ccc(Sc2ncccc2C(=O)NC(C)C)cc1C	-4.8
58	O=C(NC1CCCC1)C1CC(=O)N(C2CCCCC2)C1 (centres undefined)	-6.5
59	Cc1ccccc1-c1noc(CCCC(=O)N2C[C@H]3CC[C@H]2C3)n1	-12.7
60	COC(=O)c1ccccc1C=C1N=C(c2ccc(OC)cc2)OC1=O	-16.2
61	COCc1cccc(C(=O)Nc2ccc(S(=O)(=O)C3CCCC3)cc2)c1	-16.0
62	CCOC(=O)c1c(C)[nH]c(C)c1C(=O)COC(=O)CN1C(=O)NC(CC)(CC)C1=O	-1.8
63	COC(=O)NN=Cc1sc(N2CCCCC2)nc1-c1cccs1	-1.6
64	O=C(N/N=C/c1ccc(COc2ccc(Br)cc2)o1)c1ccc2c(c1)OCO2	-2.0
65	Cc1ccc(S(=O)(=O)NC(=O)c2ccc(Cl)nc2Cl)cc1	-10.8
66	NC(=O)c1c(Cl)c(Cl)c(Cl)c(Cl)c1Cl	-3.3
67	Cc1cc(Cl)ccc1NS(=O)(=O)c1ccc(F)c(F)c1F	-0.8
68	CN1N=C(C(=O)NC2CCCc3c2cnn3-c2ccc(F)cc2F)CCC1=O (centres undefined)	-2.2
69	Cc1ccc(-n2ncc3c(C)nn(CC(=O)Nc4ccc5c(c4)OCO5)c(=O)c32)cc1C	-5.5
70	Cc1ccc(NC(=O)c2sccc2S(=O)(=O)N2CCOCC2)cc1	-10.5
71	Cc1cc2nc(C)n(CCC(C)C)c2cc1C	-16.6
72	CCc1nccn1CCC(=O)N1CC(=O)N(CC(C)C)CC(OCc2ccccc2F)C1 (centres undefined)	3.8
73	O=C(COC(=O)c1ccc(OC(F)F)cc1)NCC1CCCO1 (centres undefined)	1.5
74	O=C(OC1(C2CC2)CC1)c1cccc(C(=O)N2CCCC2)n1	-6.4
75	CCN(CC)C(=O)C1CCCN(C(=O)c2oc3c(C)c(C)ccc3c2C)C1 (centres undefined)	-15.2
76	OCc1ccc(N2CCCC2)cc1F	-9.5
77	CC1CCCN(S(=O)(=O)c2ccc(NS(=O)(=O)c3cccs3)cc2)C1 (centres undefined)	0.9
78	CCOC(C)c1nc(COc2ccccn2)cs1 (centres undefined)	5.4
79	Oc1ccc(N2CCN(Cc3nc4ccccc4o3)CC2)cc1	-3.1
80	Cc1nccn1CCn1nc(C2CCNCC2)n(Cc2ccccc2)c1=O	-8.8
81	O=S(=O)(Nc1cccc2cccnc12)c1ccccc1F	3.4
82	Cc1onc(-c2ccccc2)c1C(=O)NCC(C)C	5.3
83	O=C(NCc1cccnc1)c1cccc(OC2CCN(C(=O)C3CCCO3)CC2)c1 (centres undefined)	2.3
84	COC(=O)N=Nc1c(O)n(C)c2ccccc12	-2.2
85	C=CCNCc1csc(COc2ccc(C)cc2)n1	-3.9
86	CC(C)(C)c1ccc(OCc2n[nH]c(=S)o2)cc1	-18.1
87	CC(C)Oc1ccc(C#N)cc1NCc1nnsc1Cl	-0.6
88	Cc1ccc(NC(=O)[C@H]2C[C@H](C(=O)O)CN(Cc3cccc(F)c3C)C2)cn1	-0.8
89	O=C(CCN1C(=O)COc2ccccc21)Nc1nc(-c2ccccc2)cs1	-3.0
90	Cc1nc(CC(=O)NCc2cccnc2N2CCOCC2)cs1	-8.4
91	COc1ccc(/C=C/C(=O)N(C)c2ccccc2C(=O)O)cc1	-6.2
92	COc1ccsc1C(=O)Nc1ccc(N2CCN(C)CC2)cn1	-10.1
93	Cc1ccc(-n2c(SC(C)C)nc3c(c2=O)SCC3)cc1	-8.3
94	OC1(c2ccc(F)cc2)C[N+]2=C(SCCC2)N1CCc1ccccc1 (centres undefined)	-6.1
95	CNc1ccc(-c2cccc(C(=O)N3CCOCC3)c2)cn1	2.5
96	O=C(Nc1ccc2c(c1)CN(Cc1ccoc1)CC2)C1CCCO1 (centres undefined)	-0.8
97	Cc1ccc(NC(C)C(=O)Nc2ccc3c(c2)OCCO3)cc1 (centres undefined)	-0.3
98	Cc1nn(Cc2cc(=O)n3c(C)csc3n2)c(C)c1[N+](=O)[O-]	-13.1
99	O=C(CCCOc1ccc(F)cc1)Nc1nncs1	-2.1
100	CCOCC(=O)N1CCO[C@@H]2CCCC[C@H]21	-15.2

Next results
No.	mol	mcGAS RapidFire
101	O=C1CCC(C(=O)OCc2csc(-c3cccs3)n2)O1 (centres undefined)	2.1
102	Cc1ccc(C2CC(=O)c3cn4nc(C)nc4nc3C2)cc1 (centres undefined)	-1.0
103	Cc1ccc(-n2nnnc2SCC(=O)NC2CC2)cc1C	1.4
104	CCCn1c(N)c(N(CCOC)C(C)=O)c(=O)[nH]c1=O	-14.7
105	CC(C)Oc1ccc(NC(=O)C2CCOC2)c(C(F)(F)F)c1 (centres undefined)	-10.0
106	Cc1cc(CNC(=O)c2sc(-c3cccc(Cl)c3)nc2C)no1	-4.0
107	Cc1nc2c(o1)N(c1cccnc1)C(=N)C(C#N)C2c1ccccc1 (centres undefined)	42.2
108	COc1cc(CNc2cnn(C)c(=O)c2Br)ccc1C	-3.4&-2.7
109	Nc1nc(Cl)c(C=O)c(=O)[nH]1	-26.3
110	Cn1ccc(NC(=O)N2CCCC3(CCCCCC3)C2)n1	-2.5
111	COCCNC(=O)C(NC(=O)C1CCCC1)C1CCN(C(=O)c2ccc(Cl)cc2)CC1 (centres undefined)	-9.5
112	O=C(C1CCCC1)N1CCOC(Cc2ccccc2Cl)C1 (centres undefined)	-8.0
113	O=C(NCc1cccc(Oc2ccccc2)c1)C1CC(=O)N(C2CCS(=O)(=O)C2)C1 (centres undefined)	-14.1
114	CCOC(=O)c1c(CN2C(C(N)=O)CC3CCCCC32)oc2ccccc12 (centres undefined)	-9.3
115	CCC(O)CN(Cc1ccco1)Cc1c(-c2ccccc2)nn(C)c1Oc1cccc(C)c1 (centres undefined)	-4.2
116	N#CCCN(C(=O)c1ccc(C#N)cc1)C1CC1	-9.5
117	Oc1ccc(C=NN=C(c2ccccc2)c2ccccc2)c(O)c1O	-2.1
118	CN(C)C(=O)C(F)c1ccccc1 (centres undefined)	-13.9
119	COc1ccc(OC)c(NC(=O)NCCNc2ccc(Nc3cc(C)ccn3)nn2)c1	-5.0
120	COc1ccc2c(c1)C=C(CN1CCCn3cncc3C1)CO2	-8.9
121	Cc1cc(CN2CCC(C)CC2)c(C)c(C2NCCc3[nH]cnc32)c1 (centres undefined)	-7.7
122	CCCCS(=O)(=O)Nc1cccc(S(=O)(=O)Nc2ccccc2F)c1	-7.7
123	CN(C)Cc1nc(C(C)(C)NC(=O)c2cnc(C(C)(C)C)s2)no1	-10.6
124	COc1cccc(NC(=O)CCC2CCN(S(=O)(=O)c3ccccc3)CC2)c1	-1.1
125	CCCSc1nc2c(c(=O)[nH]1)C(c1cccc(F)c1)C(C(=O)OCC)C(C)=N2 (centres undefined)	-3.8

Nos. 101 through 105, quoted:
No.	mol	mcGAS RapidFire
101	O=C1CCC(C(=O)OCc2csc(-c3cccs3)n2)O1 (centres undefined)	2.1
102	Cc1ccc(C2CC(=O)c3cn4nc(C)nc4nc3C2)cc1 (centres undefined)	-1.0
103	Cc1ccc(-n2nnnc2SCC(=O)NC2CC2)cc1C	1.4
104	CCCn1c(N)c(N(CCOC)C(C)=O)c(=O)[nH]c1=O	-14.7
105	CC(C)Oc1ccc(NC(=O)C2CCOC2)c(C(F)(F)F)c1 (centres undefined)	-10.0

The results go on:
No.	mol	mcGAS RapidFire
126	C=CCNC(=S)NNC(=O)C12CC3CC(CC(C3)C1)C2	-8.5
127	CCn1cc(-c2ccc3ccccc3n2)c(=S)c2ccccc21	-8.8
128	CC(C)CNC(=O)C(NC(=O)c1ccccc1F)C1CCN(C(=O)CCc2ccccc2)CC1 (centres undefined)	-7.7
129	Cc1cccc(CC(=O)Nc2c(C)nc3cc(C)ccn3c2=O)c1	-13.4
130	CCCSc1nc2c(c(=O)[nH]1)C(c1cccs1)C(C(=O)OC(C)C)C(C)=N2 (centres undefined)	-11.7
131	C=CCN(C(=O)c1cc(CC(C)C)nn1C)C1CCS(=O)(=O)C1 (centres undefined)	1.1
132	Nc1ccc(-n2c(CCCO)nc3ccccc32)cn1	2.0
133	CC1CCC(C(C)C)C(OC(=O)COC(=O)C2CCN(S(=O)(=O)c3cccs3)CC2)C1 (centres undefined)	-4.1
134	O=C(Nc1cccc(OC2CCCC2)c1)C1CC1c1cccnc1 (centres undefined)	-13.0

The list is partial, so the mix of outcomes need not match the whole.
